# Screens from PubChem.
# Rac1 mut GTP – GTP binding modulators of activated mutant Rac1, primary screen, biochemical, bead-based flow cytometry, multiplex, fluorescent GTP; Ras-related C3 botulinum toxin substrate 1 (Homo sapiens), P63000; GST-Rac1 activated beads; actives lie on both sides; 100% means binding = to untreated wells; percent activity (GTP binding), % at 10 µM; 190,000 tested, 0.11% active; AID 764, 2007;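 active = GTP binding at least 20 percentage points away from the 100% baseline, in either direction, so actives lie on both sides; inconclusive = Compound likely fluorescent itself, or too few beads counted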
# Mcl-1 Bim block – inhibitors of Bim peptide binding to Mcl-1, primary screen, biochemical, bead-based flow cytometry, multiplex; Induced myeloid leukemia cell differentiation protein Mcl-1 (Homo sapiens), Q07820; Bim peptide-Mcl-1 binding; inhibition, % at 10 µM; 190,000 tested, 0.1% active; in the data active = inhibition above about 40%;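 note: 0% = no compound tracer wells and 100% = peptide blocker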
# Target sequence (Q07820 whole entry, looked up): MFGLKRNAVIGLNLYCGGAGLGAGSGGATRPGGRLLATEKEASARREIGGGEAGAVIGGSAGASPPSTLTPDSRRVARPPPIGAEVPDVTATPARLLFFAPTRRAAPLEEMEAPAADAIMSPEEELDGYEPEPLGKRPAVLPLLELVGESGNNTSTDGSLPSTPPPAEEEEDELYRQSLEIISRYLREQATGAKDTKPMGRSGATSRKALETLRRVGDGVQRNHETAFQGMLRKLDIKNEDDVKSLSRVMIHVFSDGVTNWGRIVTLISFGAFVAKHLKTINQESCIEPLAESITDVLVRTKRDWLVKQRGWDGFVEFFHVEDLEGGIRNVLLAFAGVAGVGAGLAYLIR
# Rac1 wt GTP bind – wildtype Rac1 GTP binding modulators, primary screen, biochemical, GST-Rac1 beads, flow cytometry, multiplex; Ras-related C3 botulinum toxin substrate 1 (Homo sapiens), P63000; fluorescent GTP binding; actives lie on both sides; 0 = cold GTP competed, 100 = untreated; GTP binding activity (% of control), % at 10 µM; 190,000 tested, 0.27% active; AID 757, 2007;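 active = GTP binding activity at least 20 points away from the 100% control level, either lower or higher; inconclusive = compound flagged as likely green fluorescent, judged across all proteins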
# Pf gamet viab – late stage P. falciparum gametocyte viability inhibitors, primary screen, ATP luminescence, HTS; inhibition, % at 10.9 µM; 150,000 tested, 0.065% active; P. falciparum stage V gametocytes, 24 h;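 active = inhibition above the mean plus 3 SD of compounds within the control limits, set per campaign, cut at about 38% in these data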;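 note: 0% = DMSO wells and 100% = medium only without gametocytes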
# Mcl1 Noxa PPI – Mcl-1/Noxa binding inhibitors, primary screen, biochemical, TR-FRET, 1536-well; Induced myeloid leukemia cell differentiation protein Mcl-1 (Homo sapiens), Q07820; TR-FRET Mcl-1/Noxa peptide binding, 2 h; inhibition, % at 21.7 µM; 220,000 tested, 1.5% active; AID 1022, 2008;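 active = compounds that cut the protein-peptide binding signal by more than 50% relative to plate controls in a single-dose test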;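 note: His-tagged Mcl-1 with rhodamine Noxa BH3 peptide and terbium anti-His antibody; 0% = Mcl-1 plus Noxa peptide wells and 100% = peptide-only wells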
# RGS8-Gao – RGS8-Galphao binding modulators, primary screen, biochemical, multiplexed bead flow cytometry; response (percent of control binding), % at 10 µM; AID 1423, 2008; 220,000 tested, 0.34% active; actives lie on both sides; Guanine nucleotide-binding protein G(o) subunit alpha (Homo sapiens), P09471; in the data active = response below about 60% or above about 140%; inactive = in between;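 note: Galphao activated as the GDP aluminium fluoride complex binding bead-coupled RGS8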
# Target sequence (P09471 whole entry, looked up): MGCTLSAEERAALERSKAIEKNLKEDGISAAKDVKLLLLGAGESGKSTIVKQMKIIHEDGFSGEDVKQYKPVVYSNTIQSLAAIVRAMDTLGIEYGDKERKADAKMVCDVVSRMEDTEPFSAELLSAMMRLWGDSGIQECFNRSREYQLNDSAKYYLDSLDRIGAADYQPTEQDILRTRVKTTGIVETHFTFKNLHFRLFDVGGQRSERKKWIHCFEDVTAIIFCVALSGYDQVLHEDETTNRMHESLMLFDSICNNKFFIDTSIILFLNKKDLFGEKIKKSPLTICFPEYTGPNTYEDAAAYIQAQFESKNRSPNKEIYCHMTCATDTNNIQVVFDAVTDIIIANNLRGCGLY
# Rab2A wt mod – modulators of GTP binding to Rab2A wildtype, primary screen, biochemical, dog, bead-based flow cytometry, multiplex; GTP binding activity, % at 10 µM; GST-Rab2 wt beads, Bodipy-GTP binding; 190,000 tested, 0.19% active; Ras-related protein Rab-2A (Canis lupus familiaris), P61105;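 active = GTP binding activity at least 20 points away from 100%, either lowered or raised; inconclusive = signal likely due to the compound's own green fluorescence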;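 note: 0% = beads with excess unlabeled GTP and 100% = no-compound control corrected for plate trend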
# Mcl1 Bid PPI – Mcl-1/Bid binding inhibitors, primary screen, biochemical, TR-FRET, 1536-well | TR-FRET Mcl-1/Bid-Dy647 peptide binding | 220,000 tested, 0.97% active | inhibition, % at 21.7 µM | Induced myeloid leukemia cell differentiation protein Mcl-1 (Homo sapiens), Q07820 | AID 1021, 2008;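 active = compounds that cut the binding signal by more than half at the single screening dose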;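 note: His-tagged Mcl-1 with europium anti-His antibody binding Bid BH3 peptide; 0% = Mcl-1 plus peptide wells and 100% = peptide-only wells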
# HRas wt GTP bind – modulators of GTP binding to HRas wildtype, primary screen, biochemical, bead-based flow cytometry, multiplex | GTP binding activity, % at 10 µM | GTPase HRas (Homo sapiens), P01112 | 190,000 tested, 0.14% active | AID 759, 2007 | GST-Ras wt beads, Bodipy-FL-GTP binding; actives lie on both sides;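 active = GTP binding activity at least 20% away from the 100% baseline, either lowered as inhibitor or raised as activator; inconclusive = flagged as likely green fluorescent, judged across all proteins in the well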;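 note: 0% = unlabeled GTP competition control and 100% = no-compound control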
# Target sequence (P01112 whole entry, looked up): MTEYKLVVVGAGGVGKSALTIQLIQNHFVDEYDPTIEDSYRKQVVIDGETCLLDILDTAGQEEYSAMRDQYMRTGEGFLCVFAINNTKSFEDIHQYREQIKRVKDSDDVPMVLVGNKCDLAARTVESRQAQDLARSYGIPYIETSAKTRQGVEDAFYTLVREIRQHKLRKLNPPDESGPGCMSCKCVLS
# Rab7 wt modul – modulators of GTP binding to Rab7, primary screen, biochemical, wildtype, multiplex bead flow cytometry. GST-Rab7 beads, fluorescent GTP binding; actives lie on both sides; untreated = 100%, excess cold GTP = 0%. GTP binding activity (percent of control), % at 10 µM. 190,000 tested, 0.055% active;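 active = fluorescent GTP binding to Rab7 beads changed by at least 20 points from the 100% baseline, either direction, mostly lower; inconclusive = compound itself probably fluorescent, or too few beads counted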;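 note: median green fluorescence of bound Bodipy-FL-GTP per Rab7 bead population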
# Cdc42 wt GTP – modulators of GTP binding to wildtype Cdc42, primary screen, biochemical, multiplex bead flow cytometry, Bodipy-GTP; Cell division control protein 42 homolog (Homo sapiens), P60953; GST-Cdc42 beads; actives lie on both sides; percent activity (GTP binding), % at 10 µM; 190,000 tested, 0.2% active; AID 761, 2007;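 active = percent activity GTP binding at least 20 points away from the 100% baseline, either down as inhibitor or up as activator; inconclusive = compound flagged as likely green fluorescent from well-wide comparison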;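 note: median bead fluorescence of bound Bodipy-FL-GTP at 100 nM; 0% = excess unlabeled GTP control and 100% = no compound control; below 100% means less GTP binding so inhibitor and above means activator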
# Target sequence (P60953 whole entry, looked up): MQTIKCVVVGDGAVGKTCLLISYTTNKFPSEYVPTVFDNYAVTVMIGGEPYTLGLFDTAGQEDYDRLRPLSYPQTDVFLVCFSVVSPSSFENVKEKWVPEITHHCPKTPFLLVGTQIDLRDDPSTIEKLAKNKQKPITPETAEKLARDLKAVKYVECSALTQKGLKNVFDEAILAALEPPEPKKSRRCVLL
# An asterisk follows results filed as active; ? = inconclusive; · = no result given; [ ] = remark or other dose. Outcome played no part in choosing rows; any-hit rate near 2.9%.
SMILES,Rac1 mut GTP,Mcl-1 Bim block,Rac1 wt GTP bind,Pf gamet viab,Mcl1 Noxa PPI,RGS8-Gao,Rab2A wt mod,Mcl1 Bid PPI,HRas wt GTP bind,Rab7 wt modul,Cdc42 wt GTP
O=C(CNC(=O)c1ccc(Br)cc1)N/N=C/c1ccc[nH]1,98,-5,100,·,10,103,102,4,97,97,101
C/C(CCc1ccc2c(c1)OCO2)=N\N=C(/N)SC1CC(=O)N(c2ccc(Cl)cc2)C1=O (stereo unspecified),92,-4,96,·,-22,100,96,-71,98,97,97
CC(Oc1ccccc1)C(=O)N=Nc1c(O)[nH]c2ccc([N+](=O)[O-])cc12 (stereo unspecified),89,0,91,-13,23,101,93,5,94,103,93
CCc1ccc(CN(C)CCc2ccccn2)cc1,99,-5,101,·,23,127,100,49,100,102,104
C=CCSc1nc(-c2ccccc2)c2cc(Cl)ccc2n1,94,-4,97,-12,7,100,98,25,99,101,95
CCOC(=O)N1CCN(C(=O)CCc2ccc(S(=O)(=O)NCCc3ccccc3)cc2)CC1,32*,-3,29*,·,3,93,32*,5,37*,20*,33*
C=CCN(c1ccccc1)S(=O)(=O)c1ccc(Cl)c(C(=O)OCC(=O)NCCCN2CCCC2=O)c1,92,0,96,-8,14,98,97,-25,98,95,95
O=C(/C=C/c1cccc(Br)c1)NCc1ccncc1,95,2,99,·,0,101,101,-15,100,103,99
Cc1cnc(C)c(N(C)NC(=S)Nc2ccccc2)n1,100,-3,100,-10,9,101,96,-74,99,98,101
O=c1c2ccccc2[nH]c(=S)n1C1CCCCC1,97,2,102,6,5,100,99,-23,99,101,100
Cc1ccc(C(=O)N/C(=C/c2ccco2)C(=O)NCCc2c[nH]c3ccccc23)cc1,101,-3,104,-1,13,100,101,-41,102,104,102
COc1ccc2c(c1)O[C@H](c1ccc3c(c1)OCO3)[C@@H](OC(=O)Nc1cc(OC)c(OC)c(OC)c1)C2=O,95,0,101,·,-9,80,99,-8,99,100,100
Cn1c(=O)c2c(nc(NCC(O)CO)n2CCc2ccccc2)n(C)c1=O (stereo unspecified),96,-2,98,-10,15,108,99,-31,99,96,100
CSc1nnc(CSc2cc(C)nc(N(C)C)n2)o1,102,-12,104,6,0,108,101,-35,101,99,102
COc1ccc(CCNC(=O)C2(C)CCC(=O)N2CCC(C)C)cc1OC (stereo unspecified),100,-3,108,·,3,103,102,59*,100,103,104
CC(C(=O)Nc1ccccc1-c1ccccc1)N1CCOCC1 (stereo unspecified),99,-2,105,-17,8,90,103,5,101,102,100
CCCC(=O)Nc1cccc(NC(=S)NC(=O)C(C)Oc2ccc(Cl)cc2Cl)c1 (stereo unspecified),98,-7,102,·,6,102,96,-14,96,99,100
COc1ccc(CCNC(=O)CSc2n[nH]c(C)c2[N+](=O)[O-])cc1OC,96,2,99,-2,6,101,97,-38,100,98,98
Cc1cccc(NC(=S)NCCN(C2CCCCC2)C2CCCC2)c1,99,-3,105,10,29,103,101,-47,100,98,104
CCC(=O)NCCc1nc2ccccc2n1CC,102,0,105,·,2,104,105,0,104,101,104
O=C(CN1CCN(Cc2ccccc2)C1=O)NCc1cccs1,100,0,107,·,8,99,100,-5,100,104,102
CC(=O)c1cn(CC(=O)NCC2CCCO2)c2ccccc12 (stereo unspecified),?,-1,?,·,4,101,?,2,?,?,?
COc1cc(/C=N/NC(=S)N/N=C/c2cc(OC)c(OC)c(OC)c2)cc(OC)c1OC,97,-3,100,·,16,102,95,-21,97,98,96
CCOc1ccc(C(=O)N2CCN(c3cccc(Cl)c3)CC2)cc1,94,-1,101,-10,4,100,99,-28,100,96,96
COc1cccc(Cn2cnc3c(NS(=O)(=O)c4cccc(Cl)c4Cl)c(C)c(C)cc32)c1,96,3,96,4,-1,103,95,-48,96,96,93
SMILES,Rac1 mut GTP,Mcl-1 Bim block,Rac1 wt GTP bind,Pf gamet viab,Mcl1 Noxa PPI,RGS8-Gao,Rab2A wt mod,Mcl1 Bid PPI,HRas wt GTP bind,Rab7 wt modul,Cdc42 wt GTP
O=C(c1cccnc1)N1CCCc2ccccc21,98,2,102,·,7,103,98,4,101,98,102
Cc1cc(NCC(c2ccccc2)c2ccccc2)n2ncnc2n1,95,2,101,8,0,100,97,-6,99,101,97
COc1ccc(CCNC(=O)/C=C\c2ccccc2)cc1OC,101,-2,106,-31,20,99,102,-3,102,103,103
COC(=O)c1cc(-c2ccc(OC)cc2)on1,98,1,100,-12,11,107,101,-12,102,105,98
CC(=O)N1C(=O)/C(=C2\SC(=S)N(c3c(C)n(C)n(-c4ccccc4)c3=O)C2=O)c2ccccc21,89,-8,95,2,23,103,92,-6,91,95,94
CCCCN(N=Nc1nonc1OC)c1nonc1OC,93,1,100,·,4,90,96,0,97,96,97
CCOc1ccccc1N(C(=O)CNS(=O)(=O)c1ccccc1)C(CC)C(=O)NCc1ccco1 (stereo unspecified),107,0,113,·,1,98,102,-42,106,101,109
CC(=O)c1cccc(N(C(=O)c2cnccn2)C(C(=O)NCc2ccccc2)c2ccco2)c1 (stereo unspecified),99,0,104,-2,-4,104,99,-7,100,102,100
CCc1c(O)nc(SCC(=O)Nc2ccc3c(c2)CCC3)[nH]c1=O,97,-1,99,-16,8,103,99,-22,98,101,97
COc1ccc(C(=O)Nc2nc3cc(OC)c(OC)cc3c(=O)[nH]2)cc1,98,10,102,2,-8,99,98,99*,97,100,99
O=C(OCc1ccc(Cl)cc1)c1cnccn1,97,-1,105,·,5,103,101,14,101,99,103
S=C(Nc1ccccc1)N1CCn2cccc2C1c1cccnc1 (stereo unspecified),97,3,104,·,-9,96,100,-24,99,98,103
Cc1[nH]nc(-c2ccc(OCc3cnn(-c4ccccc4)c3)cc2O)c1Oc1ccccc1F,89,-1,95,-6,-11,97,97,59*,97,98,96
O=C(CN1CCN(c2ncc(C(F)(F)F)cc2Cl)CC1)NC(=O)NCc1ccccc1,96,2,97,·,-16,102,100,-55,99,99,96
CCOc1ccc(N(CCC#N)S(=O)(=O)c2ccc(OC)cc2)cc1,100,2,101,9,8,102,99,-18,100,100,100
CCOc1nc(NCCN2CCOCC2)nc(Nc2ccc([N+](=O)[O-])cc2)n1,94,3,97,-19,13,101,102,-5,96,110,95
Cc1ccc(NC(=S)N(CCN(C)C)Cc2cc3cccc(C)c3[nH]c2=O)cc1,102,-8,106,-15,20,87,101,-63,101,106,104
CC(=O)Nc1ccc(S(=O)(=O)Nc2cccc(-c3cn4c(n3)SCC4)c2)cc1,93,0,97,-9,20,95,98,-39,95,92,96
Cc1ccc(-c2c[nH]c(=S)n2-c2ccccc2)cc1,90,-7,95,-6,39,87,95,-27,96,94,98
O=c1c2[nH]c3ccccc3c2ncn1Cc1ccncc1,101,2,102,·,2,99,100,17,101,102,103
CNC(=O)CCSc1ccc(C)cc1,103,-44,106,-21,2,100,105,-11,103,96,104
N=C1SCC(=O)N1c1nc(-c2ccccc2)cs1,96,-2,93,·,12,103,95,-18,95,93,95
Nc1nonc1C(=O)NCCN=Cc1cc(Cc2ccccc2)cc(Br)c1O,119,-3,128*[activator],·,26,100,122*[activator],17,117,114,125*[activator]
CCN1CCCC1CNC(=O)c1ccc(Sc2ccccc2Cl)c([N+](=O)[O-])c1 (stereo unspecified),97,0,103,-2,21,101,97,-27,101,97,95
c1ccc(Oc2cccc(CN3CCOCC3)c2)cc1,97,-2,102,·,28,97,101,4,103,102,101
SMILES,Rac1 mut GTP,Mcl-1 Bim block,Rac1 wt GTP bind,Pf gamet viab,Mcl1 Noxa PPI,RGS8-Gao,Rab2A wt mod,Mcl1 Bid PPI,HRas wt GTP bind,Rab7 wt modul,Cdc42 wt GTP
Cc1ccc(NC(=O)CCC(=O)N/N=C/c2cc([N+](=O)[O-])ccc2O)cc1,99,-1,99,14,-19,87,97,-17,97,95,95
Oc1ccccc1Cn1c(-c2ccccc2O)nc2ccccc21,90,-2,92,18,-21,101,91,2,92,93,92
CC/C(C)=N/Nc1ccc(S(=O)(=O)N2CCCC2)cc1[N+](=O)[O-],106,0,108,13,18,102,105,-4,104,101,107
O=C(Nc1nnc(C2CCCC2)s1)C1CCC1,100,0,103,-5,-1,107,104,0,104,104,104
COC(=O)c1ccccc1NC(=O)NCc1cccnc1,98,-9,101,4,8,108,98,-2,98,97,99
COCCNC(=O)CN(c1ccc(C)cc1)S(=O)(=O)c1ccccc1,99,0,103,·,-5,105,99,-10,100,97,103
CCN(CC)C(=O)c1c(-c2ccccc2)oc2ccc(OC)cc12,100,-2,100,-2,22,99,95,1,97,95,99
CCOC(=O)c1[nH]c2cc3c(cc2c1NC(=O)CN1CCc2ccccc2C1)OCO3,97,6,99,-3,·,102,97,·,97,96,97
C=C(C)CNC(=S)Nc1cccc(N)n1,92,9,99,-20,6,99,96,-14,96,104,98
CCCn1c(SCC(=O)Nc2ccc(S(=O)(=O)N(C)C)cc2)n[nH]c1=O,94,1,96,15,25,83,95,-77,93,93,91
O=C(c1cc(COc2ccc(F)cc2Cl)on1)N1CCc2ccccc2C1,84,3,89,·,11,104,89,-10,90,99,85
NS(=O)(=O)c1ccc(NC(=O)COC(=O)CCNC(=O)NC23CC4CC(CC(C4)C2)C3)cc1,96,-1,98,-29,20,88,98,-30,99,98,98
Cc1cccc(C)c1NC(=O)C1(NC(=O)c2cnccn2)CCCCC1,102,1,108,·,7,101,105,-13,103,102,104
COc1cc(OC)cc(C(=O)N2CCN(C(=O)COc3ccc4ccccc4c3)CC2)c1,94,0,98,·,-3,102,94,-14,95,96,93
O=C(Cc1cccs1)N(c1ccccc1)C1C=CS(=O)(=O)C1 (stereo unspecified),97,-3,96,-9,5,100,99,-17,98,94,98
CCOc1ccccc1-n1nnnc1SCC(=O)NCc1ccco1,98,1,107,·,10,99,101,-38,99,106,98
CS(=O)(=O)N(CC(=O)NC1CC2CCC1C2)c1ccc(Oc2ccccc2)cc1 (stereo unspecified),94,-1,95,29,-5,101,97,-23,96,102,92
